Screens (PubChem)
HP1b chromo inh = HTS for Inhibitors of HP1-beta Chromodomain Interactions with Methylated Histone Tails. Chromobox protein homolog 1 (Homo sapiens), P83916. AlphaScreen HP1-beta / biotin-H3K9me3 peptide binding. Potency, µM (series often up to 114 µM), inactives show top-dose activity change, negative = inhibition, usual class: inhibitors. hit rate 0.56% among 390,000. AID 540317, 2011; also: potency is read from the fitted curve at half-maximal effect; nearly all actives have a fitted effect of over 70% in size; inactives centre near 23
Target sequence (P83916 whole entry, looked up): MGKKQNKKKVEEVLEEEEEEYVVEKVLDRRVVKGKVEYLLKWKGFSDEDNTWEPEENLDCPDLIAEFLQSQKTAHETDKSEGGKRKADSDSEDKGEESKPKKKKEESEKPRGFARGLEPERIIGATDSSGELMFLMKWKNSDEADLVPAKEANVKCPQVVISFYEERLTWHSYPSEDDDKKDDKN
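HP1-beta protein (50 nM final) preincubated 30 min at room temperature with biotinylated H3(1-18)K9me3 peptide (50 nM) in PBS pH 7.4, 0.01% Tween-20, then compound added for 30 min. AlphaScreen streptavidin donor/nickel chelate acceptor beads (10 ug/mL final), 30 min dark, luminescence read.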
G9a block = qHTS Assay for Inhibitors of Histone Lysine Methyltransferase G9a; Histone-lysine N-methyltransferase EHMT2 (Homo sapiens), Q96KQ7; G9a H3K9 monomethylation, AlphaScreen, 2 h; hit rate 8.8% among 350,000; Potency, µM (titrated, usually from 102 µM), for the others: at the top dose activity, negative = inhibition, usual class: inhibitors; AID 504332, 2011; also: potency is read from the fitted curve at half-maximal effect; % is scaled to controls: 0 for no effect and ±100 for the full control effect; nearly all actives have a fitted effect of over 75% in size
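G9a (20 nM) preincubated 15 min RT with compounds, then 500 nM biotinylated H3K9 peptide and 20 uM SAM added; 2 h RT reaction. Monomethyl-H3K9 product detected by AlphaScreen with anti-H3K9me1 antibody, streptavidin donor and anti-rabbit IgG acceptor beads.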
GLS inh = qHTS for Inhibitors of Glutaminase (GLS); Potency, µM (doses to about 45.5 µM), for the others: at the top dose activity change, negative = inhibition, hits mostly inhibitors; GLS enzymatic activity, qHTS titration; hit rate 0.21% among 410,000; AID 624170, 2012; also: potency is read from the fitted curve at half-maximal effect; % is scaled to controls: 0 for no effect and ±100 for the full control effect
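Coupled fluorescence readout: glutamate oxidase/HRP/Amplex Red detect glutamate formed by hKGA from L-glutamine (1 mM solution added). Buffer 45 mM KH2PO4 pH 8.2, 0.02% Tween-20; reads at t0 and 30 min RT.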
BAZ2B block = qHTS Assay for Inhibitors of BAZ2B; Bromodomain adjacent to zinc finger domain protein 2B (Homo sapiens), Q9UIF8; AlphaScreen BAZ2B-H3K14Ac peptide displacement; Potency, µM (top dose mostly 114 µM), for inactives: at the top dose activity change, negative = inhibition, most hits filed as inhibitors; hit rate 4.4% among 360,000; also: potency is read from the fitted curve at half-maximal effect; % is scaled to controls: 0 for no effect and ±100 for the full control effect; nearly all actives have a fitted effect of over 60% in size
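AlphaScreen displacement of biotin-H3(5-23)K14Ac peptide (50 nM final) from BAZ2B (50 nM final) in PBS pH 7.4, 0.01% Tween-20; complex preformed 30 min RT, then compounds (top 110 uM) 30 min RT, beads 20 min dark.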
JMJD2A Tudor inh = qHTS Assay for Inhibitors of JMJD2A-Tudor Domain | Lysine-specific demethylase 4A (Homo sapiens), O75164 | AlphaScreen JMJD2A-Tudor / H3K4me3 peptide binding | Potency, µM (titrated, usually from 114 µM), for the others: at the highest dose activity change, negative = inhibition, most hits filed as inhibitors | hit rate 4.4% among 390,000 | AID 504339, 2011; also: potency is read from the fitted curve at half-maximal effect; % is scaled to controls: 0 for no effect and ±100 for the full control effect; nearly all actives have a fitted effect of over 50% in size
Pol eta inh = qHTS for Inhibitors of Polymerase Eta. recombinant Pol eta, fluorescent DNA replication assay. Potency, µM (highest dose often 114 µM), without a hit: at the top dose activity change, negative = inhibition, most hits filed as inhibitors. hit rate 1.2% among 390,000; also: potency is read from the fitted curve at half-maximal effect; % is scaled to controls: 0 for no effect and ±100 for the full control effect
Target sequence (Q9Y253 whole entry, looked up): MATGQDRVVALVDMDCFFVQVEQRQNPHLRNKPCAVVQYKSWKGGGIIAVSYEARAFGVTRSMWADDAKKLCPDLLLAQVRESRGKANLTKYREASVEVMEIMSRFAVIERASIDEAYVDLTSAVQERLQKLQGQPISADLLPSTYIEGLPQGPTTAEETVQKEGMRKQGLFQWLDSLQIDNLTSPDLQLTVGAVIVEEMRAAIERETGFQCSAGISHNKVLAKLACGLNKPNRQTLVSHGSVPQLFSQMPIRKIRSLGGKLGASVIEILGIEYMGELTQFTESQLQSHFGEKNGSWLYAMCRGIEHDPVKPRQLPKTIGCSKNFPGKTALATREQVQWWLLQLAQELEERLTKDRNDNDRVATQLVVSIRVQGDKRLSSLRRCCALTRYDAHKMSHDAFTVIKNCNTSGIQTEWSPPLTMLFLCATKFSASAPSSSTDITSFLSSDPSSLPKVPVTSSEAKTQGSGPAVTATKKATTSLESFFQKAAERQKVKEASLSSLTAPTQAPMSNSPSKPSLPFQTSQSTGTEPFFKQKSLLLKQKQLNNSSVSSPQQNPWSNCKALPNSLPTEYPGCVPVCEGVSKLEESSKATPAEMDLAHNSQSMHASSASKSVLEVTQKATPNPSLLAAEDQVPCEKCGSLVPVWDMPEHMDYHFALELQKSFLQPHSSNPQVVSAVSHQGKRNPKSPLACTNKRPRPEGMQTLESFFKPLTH
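Pol eta (10 nM) was preincubated with compounds for 15 min at room temperature, after which fluorescent replication substrate (50 nM final) was added to start the reaction. Fluorescence was read kinetically at 0 and 10 min.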
PI4K2A inh = qHTS for small molecular inhibitors of PI4K2A; Phosphatidylinositol 4-kinase type 2-alpha (Homo sapiens), Q9BTU6; activity change, negative = inhibition, % at 76.9 µM; hit rate 0.13% among 420,000; purified PI4K2A, ADP-Glo luminescence, 1 h; active compounds read low; in the data active = activity change below about -50%; inconclusive = mostly about -30% to -49%;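 also: -100% = wells without enzyme as full effect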
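Compounds are screened against recombinant PI4K2A using PI as substrate and ATP, the latter dispensed at 300 microM. Reactions run one hour at ambient temperature before ADP-Glo detection; full inhibition defined by wells lacking enzyme.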
Pin1 inh = qHTS Assay to Find Inhibitors of Pin1; Pin1 FP peptide displacement, HiFluor488, 10 min; Potency, µM (doses to about 115 µM), for inactives: at the highest dose activity, negative = inhibition, actives largely listed as inhibitors; Peptidyl-prolyl cis-trans isomerase NIMA-interacting 1 (Homo sapiens), Q13526; hit rate 0.009% among 390,000; active = well fitted inhibition curve with a large enough effect in the polarisation, with a control signal flat, not every such curve was filed as active; inconclusive = small, poorly fitted or top-dose-only effect, or effect the other way, or a change in a side signal; inactive = no such curve, though single readings can be large or run the other way; the % refers to the polarisation; also: potency is read from the fitted curve at half-maximal effect; % is scaled to controls: 0 for no effect and ±100 for the full control effect
Target sequence (Q13526 whole entry, looked up): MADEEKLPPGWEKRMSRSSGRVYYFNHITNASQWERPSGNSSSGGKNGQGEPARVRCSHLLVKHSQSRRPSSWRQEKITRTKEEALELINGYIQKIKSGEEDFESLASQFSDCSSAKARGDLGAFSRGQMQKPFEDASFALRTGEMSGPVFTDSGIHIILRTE
Tb PGK inh = qHTS Assay to Find Inhibitors of Phosphoglycerate Kinase; Phosphoglycerate kinase, glycosomal (Trypanosoma brucei brucei), P07378; PGK/GAPDH coupled, Kinase-Glo luminescence, 60 min; Potency, µM (series often up to 57.5 µM), for inactives: top-dose activity change, negative = inhibition, usual class: inhibitors; hit rate 0.043% among 380,000; also: potency is read from the fitted curve at half-maximal effect; % is scaled to controls: 0 for no effect and ±100 for the full control effect; nearly all actives have a fitted effect of over 60% in size
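Luminescent ATP detection (Kinase-Glo Plus) follows a 60-minute room-temperature incubation, with wells lacking PGK as controls. Buffer: 100 mM TEA (pH 7.6), 5 mM MgCl2, 0.01% Tween-20. Coupling enzyme GAPDH (100 nM final) supplies unstable 1,3-BPG in-well.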
* = called active by the depositor; i = inactive; ? = inconclusive; nt = not tested or not shown; [ ] = dose if it differs, or a comment. Unless noted, calls follow the shape of the dose curve; as a rule, active = well fitted curve in the direction sought with a large enough effect; inconclusive = small, poorly fitted or top-dose-only effect, or another doubt; inactive = no such curve, though single readings can be large; an effect the other way counts as inactive or inconclusive. Only part of the results is shown (hit frequency here may not be typical).

BAZ2B block	GLS inh	PI4K2A inh	HP1b chromo inh	Tb PGK inh	JMJD2A Tudor inh	Pol eta inh	G9a block	Pin1 inh	structure
nt	4%	10	nt	-3%	nt	10%	nt	nt	Cc1[nH]c2ccccc2c1/C=N\NC(=O)c1ccccc1Cl
-20%	-5%	-5	37%	-6%	-10%	-16%	?	10%	O=C(Nc1ccccc1)OC1CCC2CC1CCC2OC(=O)Nc1ccccc1 (centres undefined)
1%	10%	-4	23%	-3%	-17%	?	-5%	-4%	COc1cccc(-c2nc3ccc(O)cc3c(=O)o2)c1
-3%	-10%	4	54%[activator]	i	-14%	?	9%	-1%	CCOc1ccc(CCNC(=O)CCOc2cc(C)ccc2C)cc1OCC
-11%	-9%	1	22%	-3%	-15%	-5%	9%[59 µM]	-1%	CSc1ccc(-c2nnn(CC(=O)Nc3sc4c(c3C#N)CCC(C(C)(C)C)C4)n2)cc1 (centres undefined)
-33%	-3%	1	15%	-1%	-25%	-20%	?	-2%	CCN(CC)S(=O)(=O)c1ccc(N=NC2=C(O)CC(C)(C)CC2=O)cc1
-3%	-1%	0	24%	-2%	-10%	1%	-24%[59 µM]	?	Cc1nnc(SCc2nc3ccccc3s2)n1-c1ccccc1
-1%	1%	-3	23%	-5%	-10%	-6%	-14%[59 µM]	-5%	CC(=O)N1c2ccc(S(=O)(=O)N3CCN(c4cc(Cl)ccc4C)CC3)cc2CC1C (centres undefined)
12%	9%	0	64%[activator]	0%	25%	-16%	nt	2%	Cn1c(SCc2cccc(C#N)c2)nc2ccccc2c1=O
-35%	5%	1	2%	i	-33%	-20%	-38%[59 µM]	25%	COc1ccc(-n2c(SCc3nc(-c4ccc(Cl)cc4)no3)nnc2-c2ccncc2)cc1
0%	5%	-1	25%	-8%	-4%	-18%	9%[59 µM]	-3%	COc1cccc(CNC(=O)c2c(C)nn(-c3cccc(C)c3)c2-n2cccc2)c1
-9%	-1%	-2	21%	7%	-12%	-10%	24%	3%	CC(=O)c1ccc(S(=O)(=O)N2CCc3ccccc3C2)cc1
-20%	-29%	0	8%	-3%	2%	-21%	6.3µM*	-4%	Oc1ccc2ccccc2c1CN1CCCC1
-3%	4%	-9	26%	-4%	-15%	-4%	?	4%	CN(O)C(=O)Nc1ccc([N+](=O)[O-])cc1
1%	-4%	-5	93%[activator]	-1%	9%	-5%	-5%	1%	CC1CCCCN1CCNC(=O)C1CCN(S(=O)(=O)c2cccc3nsnc23)CC1 (centres undefined)
79µM*	0%	-6	-1%	-2%	?	-22%	?	-6%	COc1cc2c(cc1OC)C(CSc1ccccc1C(=O)O)=NC(C)(C)C2
-13%	-5%	1	44%[activator]	-1%	-9%	5%	5%	7%	C=CCN1C(=O)N(c2ccc(Cl)cc2)C(=O)C1CC(=O)Nc1ccc(F)cc1 (centres undefined)
nt	-4%	9	22%[57 µM]	i	-10%	-12%	nt	?	COc1ccc(/C=C/C(=O)O/N=C(\N)c2ccccn2)cc1OC
-9%	-10%	4	25%	-1%	-3%	-20%	45%	11%	CCc1ccc(CN(C)C(=O)C2CCC(=O)N(CC3CCCCC3)C2)cc1 (centres undefined)
-23%	-8%	2	24%	0%	50µM*	-14%	-5%[59 µM]	-8%	Cc1c(CCNC(=O)c2ccc(Br)o2)sc2nc(-c3ccc(F)cc3)nn12
?	-7%	-13	56%[activator]	0%	-12%	-15%	14µM*	0%	Cc1nc2sc(C(N)=O)c(N)c2c(C)c1CC(=O)c1ccccc1
35%[activator]	5%	0	-12%	-8%	?	3%	?	-5%	O=C(CCCN1C(=O)c2cccc3cccc(c23)C1=O)N1CCN(Cc2ccc3c(c2)OCO3)CC1
nt	-11%	1	-24%	-9%	-16%[11.4 µM]	-22%	nt	12%	O=C(Nc1ccc(NC(=S)NC(=O)C(c2ccccc2)c2ccccc2)cc1)c1ccccc1
-4%	5%	-11	23%	-2%	-6%	-18%	13%	11%	Cc1cc(Cl)ccc1OCC(=O)NCC(=O)N/N=C/c1ccco1

Taken from the results shown (9 entries):
BAZ2B block	GLS inh	PI4K2A inh	HP1b chromo inh	Tb PGK inh	JMJD2A Tudor inh	Pol eta inh	G9a block	Pin1 inh	structure
79µM*	0%	-6	-1%	-2%	?	-22%	?	-6%	COc1cc2c(cc1OC)C(CSc1ccccc1C(=O)O)=NC(C)(C)C2
-13%	-5%	1	44%[activator]	-1%	-9%	5%	5%	7%	C=CCN1C(=O)N(c2ccc(Cl)cc2)C(=O)C1CC(=O)Nc1ccc(F)cc1 (centres undefined)
nt	-4%	9	22%[57 µM]	i	-10%	-12%	nt	?	COc1ccc(/C=C/C(=O)O/N=C(\N)c2ccccn2)cc1OC
-9%	-10%	4	25%	-1%	-3%	-20%	45%	11%	CCc1ccc(CN(C)C(=O)C2CCC(=O)N(CC3CCCCC3)C2)cc1 (centres undefined)
-23%	-8%	2	24%	0%	50µM*	-14%	-5%[59 µM]	-8%	Cc1c(CCNC(=O)c2ccc(Br)o2)sc2nc(-c3ccc(F)cc3)nn12
?	-7%	-13	56%[activator]	0%	-12%	-15%	14µM*	0%	Cc1nc2sc(C(N)=O)c(N)c2c(C)c1CC(=O)c1ccccc1
35%[activator]	5%	0	-12%	-8%	?	3%	?	-5%	O=C(CCCN1C(=O)c2cccc3cccc(c23)C1=O)N1CCN(Cc2ccc3c(c2)OCO3)CC1
nt	-11%	1	-24%	-9%	-16%[11.4 µM]	-22%	nt	12%	O=C(Nc1ccc(NC(=S)NC(=O)C(c2ccccc2)c2ccccc2)cc1)c1ccccc1
-4%	5%	-11	23%	-2%	-6%	-18%	13%	11%	Cc1cc(Cl)ccc1OCC(=O)NCC(=O)N/N=C/c1ccco1

The results go on:
BAZ2B block	GLS inh	PI4K2A inh	HP1b chromo inh	Tb PGK inh	JMJD2A Tudor inh	Pol eta inh	G9a block	Pin1 inh	structure
-24%	-1%	-9	?	-6%	?	-10%	-2%	-13%	O=C(Nc1c(-c2ccccc2)nc2ccccn12)c1cccc(F)c1
?	-7%	4	35%	-6%	7%	-1%	2%	-1%	CC(=O)c1sc(NC(=O)c2ccc(Br)o2)nc1C
2%	6%	0	9%	-5%	-3%	3%	37%[59 µM]	-14%	CCCCCNc1nc(-c2ccccc2)nc(-n2ccnc2)n1
-2%	5%	-11	7%	-3%	-11%	-16%	15%	-2%	COCCN(C(=O)CNC(=O)c1ccco1)C(C(=O)NC1CCCC1)c1ccc(OC)c(OC)c1 (centres undefined)
-7%	0%	-6	16%	9%	-6%	0%	3.5µM*	1%	COc1ccc(OC)c(N=C(C)C2=C(O)COC2=O)c1
4%	2%	1	33%	-1%	0%	-2%	-1%[59 µM]	10%	COc1cc(OC)cc(C(=O)N[C@H](C(=O)OCC(N)=O)C(C)C)c1
-28%	2%	-6	20%	-2%	-22%	14%	?	36%[activator]	CCC(=O)Nc1ccc(C(=O)CSc2nnc(-c3ccccc3F)n2CCc2ccccc2)cc1
-3%	1%	-2	16%	-1%	-4%	-8%	nt	9%	COc1ccc(C(=O)Nc2ccc(N3CCN(C(=O)c4ccccc4C)CC3)cc2)cc1
nt	7%	4	1%	9%	-33%	-29%	nt	2%	CCCCCCCCCCCC1N=C(N)NC(CCCO)=C1C(=O)OC (centres undefined)
14%	0%	10	25%	-4%	-26%	-20%	-3%[12.7 µM]	3%	CN(c1ccccc1)S(=O)(=O)c1cccc(NC(=O)Cc2n[nH]c(=O)c3ccccc23)c1
56µM*	-1%	3	?	1%	10µM*	-19%	7.1µM*	-3%	O=C(O)C1CSC2(CCN(Cc3ccccc3)CC2)N1 (centres undefined)
-22%	4%	5	17%	-1%	-21%	-5%	-16%	1%	Cc1cnc(C(=O)OCC(=O)Nc2cccc(S(=O)(=O)N3CCCCC3)c2)cn1
-11%	79%[activator]	3	22%	-5%	-8%	-15%	8.9µM*	-3%	NS(=O)(=O)c1ccc(NC(=S)NNC(=O)c2ccc(Br)o2)cc1
9%	0%	-3	22%	2%	-8%	-10%	-8%[59 µM]	3%	Cc1ccc(C)c(OC(=O)C2CSC3(C)CCC(=O)N23)c1C (centres undefined)
1%	?	4	-6%	9%	-19%	-10%	-22%	-17%	CC1(C)CC1C(=O)Nc1ccc([N+](=O)[O-])cc1Br (centres undefined)
11%	20%	-5	27%	-1%	-11%	-2%	28%[2.33 µM]	-6%	O=C(Cn1ccc(NC(=O)OCc2ccccc2)nc1=O)NCCc1c[nH]c2ccccc12
-28%[57.1 µM]	20%	-3	-6%[57 µM]	-5%	-36%	-21%	79µM*	-12%	CCN1CCN(C(=O)c2ccc3c(c2)N(Cc2ccc(C)cc2)CCS3)CC1
